CSN deneddyl inh – blocks human CSN-mediated cullin deneddylation | Q92905 | inhibition, % at 12.5 µM | 360,000 compounds, 0.38% hits | AID 651999 | Purified CSN, SCF-Nedd8-OG deneddylation, fluorescence polarization;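 active means pattern-corrected inhibition above about 35%, with an unprinted fluorescence ratio check between 0.5 and 1.5, limit read from the data, passing the limit was not always enough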;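 further: 0% = enzyme with substrate and 100% = substrate without enzyme; some results filed as inactive read as strong as hits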
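assay system = purified human Csn5 enzyme expressed in HEK293T cells | amount = 0.24 nM enzyme | buffer or medium = Tris/NaCl/DTT buffer, pH 7.5 | reagent = 10 nM SCFSkp2-Nedd8OG | compound = one concentration, 12.5 µM, 0.25% DMSO | times = 90 min reaction at room temperature | signal = FP | read-out basis = % inhibition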
Neddyl block – cullin neddylation inhibition; P61081+Q13564; 360,000 compounds, 0.58% hits; calls only at 25 µM; AID 651699; TR-FRET cullin neddylation, biochemical; in the data active means inhibition above about 36%
MT1-MMP act inh – blocks activation of human MT1-MMP; 360,000 compounds, 0.061% hits; GFP/RFP ratio change, % at 20 µM; HT1080 RFP-PRO-GFP cells, GFP/RFP ratio fluorescence, overnight; percent of plate control window, DMSO zero;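 active means GFP/RFP ratio change of at least 30% with cell ATP level not reduced by more than half and red fluorescence within 50% of control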; further: strong numbers were not always called active
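Compound: 20 µM single dose, 1% DMSO / System: HT1080 RFP-PRO-GFP cells / Controls: DMSO and RFP-L50D-GFP cell wells / Read-out basis: GFP/RFP fluorescence ratio / Schedule: overnight compound exposure at 37 °C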
MLLE-PAM2 inh – blocks PAM2 peptide binding to the PABP1 MLLE domain | inhibition, % at 20 µM | P11940 | GST-MLLE / FITC-PAM2 fluorescence polarization | 360,000 compounds, 0.36% hits; in the data active means inhibition above about 35%, passing the limit was not always enough;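 further: plate controls were DMSO wells with GST-MLLE for no effect and wells lacking GST-MLLE protein for full effect; some results filed as inactive read as strong as hits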
Rpn11 inh – blocks the human proteasome subunit Rpn11; O00487; human 26S proteasome, Ub4-pepOG fluorescence polarization; 20S core pre-blocked with epoxomicin; calls only at 20 µM; 360,000 compounds, 0.59% hits; AID 588493;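 active means inhibition at 20 µM, scaled to each plate's controls, above about 33%, limit read from the data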
Rin1-Abl PPI inh – blocks binding of human Rin1 to Abl. P00519+Q13671. TR-FRET Rin1/Abl binding, biochemical. inhibition, % at 7.35 µM. 360,000 compounds, 0.4% hits; in the data active means inhibition above about 5%, passing the limit was not always enough
FAS-TE inh – blocks the thioesterase domain of human fatty acid synthase. 360,000 compounds, 0.67% hits. recombinant FAS-TE, OMFH fluorogenic substrate, fluorescence endpoint. inhibition, % at 15 µM;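 active means compounds whose normalised, plate-corrected inhibition of enzyme fluorescence in the single-dose primary screen is 50% or more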;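 further: 0% = DMSO with enzyme and 100% = substrate without enzyme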
SKN-1 inh – blocks SKN-1 activity in C. elegans; inhibition, % at 21.8 µM; 360,000 compounds, 0.49% hits; AID 624304; C. elegans VP596 Pgst-4::GFP/RFP ratio, acrylamide-induced, 24 h;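 active means interference check ratio from 0.5 to 1.5 plus GFP to RFP signal ratio inhibition reaching or exceeding a fixed threshold, cut at about 30% in these data, passing the limit was not always enough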; further: some compounds called inactive have numbers as strong as hits
NadD inh – inhibitors of Staphylococcus aureus NadD; purified NadD enzyme, colorimetric absorbance read-out; inhibition, % at 20 µM; 360,000 compounds, 0.78% hits; AID 602399; in the data active means inhibition above about 26%; further: some compounds past the cut are filed as inactive
Starred values were filed as active, the others as inactive; i = inactive; x = no result given; & = joins results of further samples.

SMILES	CSN deneddyl inh	Neddyl block	MT1-MMP act inh	MLLE-PAM2 inh	Rpn11 inh	Rin1-Abl PPI inh	FAS-TE inh	SKN-1 inh	NadD inh
Cc1ccc(N2C(=O)NC(NS(=O)(=O)c3ccccc3)(C(F)(F)F)C2=O)cc1 (centres undefined)	-1	i	-3	-15	i	7	-7	5	-1
O=c1n(Cc2ccccc2F)c2ccccc2n1Cc1ccccc1F	1	i	-6	2	i	-1	19	-20	-9
Cn1c(NCc2ccc(Cl)cc2)nc2ccccc21	115	i	1	6	i	-2	8	4	-4
O=C(CO/N=C/c1c(Cl)cccc1Cl)NNC(=O)c1cccc(Cl)c1	0	i	6	22	i	1	1	-7	-4
COc1ccc(CNC(=O)CSCc2cccc(Cl)c2)cc1	-9	i	1	10	i	2	-4	1	-2
COc1ccc(CC(NC(C)=O)C(=O)NC2CCN(C(=O)C3CC3)CC2)cc1OC (centres undefined)	3	i	-4	6	i	1	-4	7	1
CC1CC2(CCCC2)N(C(=O)c2ccccc2)Cc2ccccc21 (centres undefined)	0	i	-7	2	i	0	27	29	-2
CCCCOCCCNc1ncnc2c1[nH]c1ccccc12	3	i	8	-8	i	-2	-5	-7	5
Cc1ccccc1OCC(=O)Nc1cccc(S(=O)(=O)NC2=NCCC2)c1	0	i	-3	-4	i	-1	-6	15	-6
O=C(c1ccc(Nc2cccc(C(F)(F)F)c2)nc1)N1CCCC1	8	i	-3	4	i	-2	0	16	5
Cc1ccc(-n2c(O)c(C=Nc3ccc(S(=O)(=O)Nc4ncccn4)cc3)c3ccccc3c2=O)cc1C	-2	i	-10	3	i	-3	12	13	25
N#CCCN1CCN(C(=S)c2ccc(-c3cccc(Cl)c3)o2)CC1	2	i	-10	18	i	0	17	9	7
Cn1c(Sc2ccc(Cl)cc2)c(C=O)c2ccccc21	3	i	-21	18	i	-11	22	-4	8
COc1ccc(NC(=O)CCCSc2ccccc2)cc1	-2	i	3	-105	i	2	2	0	8
O=C(COC(=O)C1CC(=O)N(C2CCCCC2)C1)c1ccc(F)cc1 (centres undefined)	-1	i	-1	2	i	2	-4	9	-10

Single records, as listed above. Order of values: CSN deneddyl inh	Neddyl block	MT1-MMP act inh	MLLE-PAM2 inh	Rpn11 inh	Rin1-Abl PPI inh	FAS-TE inh	SKN-1 inh	NadD inh
Profile of `Cc1ccc(-n2c(O)c(C=Nc3ccc(S(=O)(=O)Nc4ncccn4)cc3)c3ccccc3c2=O)cc1C` → -2	i	-10	3	i	-3	12	13	25
Profile of `O=C(COC(=O)C1CC(=O)N(C2CCCCC2)C1)c1ccc(F)cc1` (centres undefined) → -1	i	-1	2	i	2	-4	9	-10
Profile of `Cn1c(Sc2ccc(Cl)cc2)c(C=O)c2ccccc21` → 3	i	-21	18	i	-11	22	-4	8
Profile of `CC1CC2(CCCC2)N(C(=O)c2ccccc2)Cc2ccccc21` (centres undefined) → 0	i	-7	2	i	0	27	29	-2

Later entries
SMILES	CSN deneddyl inh	Neddyl block	MT1-MMP act inh	MLLE-PAM2 inh	Rpn11 inh	Rin1-Abl PPI inh	FAS-TE inh	SKN-1 inh	NadD inh
COc1c(C)cc(C(O)c2ncc(-c3cccc(C(F)(F)F)c3)[nH]2)cc1C (centres undefined)	-5	i	4	3	i	0	8	-2	12
O=c1[nH]c2cc3c(cc2cc1CN(CCc1ccccc1)Cc1nnnn1CC1CCCO1)OCO3 (centres undefined)	-1	x	-4	10	i	2	-1	15	3
CC(C)NC(=O)Nc1ccc2c(c1)C(=O)N([C@H](C)CO)C[C@H](C)[C@@H](CN(C)S(=O)(=O)c1ccccc1)O2	-1	i	10	-2	i	4	-3	-3	-6
CCN1C[C@@H]2[C@@H]3C(=O)N(C)C(=O)[C@@H]3[C@](CC)(C(=O)OC)N2C1=NCc1ccccc1	-3	i	-3	11	i	-4	-10	7	-2
CC(=O)NNS(=O)(=O)c1ccc(-c2cc(C(F)(F)F)n(C)n2)s1	8	i	0	-15	i	4	-3	-6	-3
Cc1cc(NS(=O)(=O)c2ccc(NC(=O)CCCOc3cccc(C)c3C)cc2)no1	1	i	3	-1	i	1	-3	4	-7
Cc1c(O[C@@H]2O[C@H](CO)[C@@H](O)[C@H](O)[C@H]2O)ccc2c1oc(=O)c1ccccc12	1	x	-5	-3	i	0	-2	5	-4
COC(=O)[C@@]12C[C@@H](CC(=O)NCC3CCCCC3)C(=O)N(Cc3cccc4ccccc34)C1=CCC(C)(C)C2	2	i	-38	x	x	x	x	10	x
COc1ccc2oc(C(=O)N3CCN(S(=O)(=O)c4c(C)c(C)cc(C)c4C)CC3)c(C)c2c1	-3	i	-9	11	i	0	38	-2	13
O=C(c1cc(C2CC2)nn1-c1ccccc1)N1CCN(S(=O)(=O)c2ccc(F)cc2)CC1	2	i	-6	0	i	-5	1	34	-2
COc1ccc(C(=O)/C=C/Nc2ccc(C)cn2)cc1OC	1	i	-4	3	i	2	2	12	-2
CCC(C)NS(=O)(=O)c1ccc(N)cc1 (centres undefined)	-14	i	-1	4	i	1	-2	-5	-8
COc1ccc(OC)c(C2=NS(=O)(=O)N(C)C(C(=O)N3CCC4(CC3)OCCO4)=C2)c1	1	i	2	-3	i	-5	-6	26	-2
Oc1oc(-c2ccccc2)nc1C=Nc1cccc2ccccc12	-3	i	0	-24	i	0	22	0	-1
O=C(CSc1nnc(-c2ccco2)n1-c1ccccc1Cl)Nc1cccc(C(=O)O)c1	-4	i	0	-49	i	5	-1	22	4
O=C(NCc1ccccc1)c1cccc(S(=O)(=O)N2CCCCC2)c1	1	i	0	-5	i	2	4	-18	-8
COc1ccc(CCNC(=O)c2cc(Cl)nc3ccccc23)cc1	0	i	4	10	i	-1	2	10	-7
CCCCS(=O)(=O)N1CCCC(C(=O)Oc2ccccc2OC)C1 (centres undefined)	0	i	-3	10	i	0	2	7	-8
COC(=O)[C@]12CCCCC=C1N(CCc1ccc(OC)c(OC)c1)C(=O)[C@H](CC(=O)NCc1cccc(C(F)(F)F)c1)C2	0	i	-4	x	x	x	x	4	x
CCn1c2ccccc2c2nnc(SCC(=O)c3ccccc3)nc21	-1	i	3	26	i	-2	19	-16	-1
CC(C)(C)c1ccc(OCCON2C(=O)CCC2=O)c(Cl)c1	0	i	6	-3	i	-1	-9	4	0
COC(=O)c1ccc(Cl)c(-c2ccc(/C=N/NC(=O)Nc3ccccc3)o2)c1	-3	i	2	3	i	-3	9	-33	5
CCN(CC)S(=O)(=O)c1cccc(-c2cn3cccnc3n2)c1	2	x	-1	18	i	-4	-6	3	2
CCN1CCSc2ccc(C(=O)NCc3ccccc3C)cc21	1	i	-3	-2	i	-3	14	21	-2
CCN(CC(=O)Nc1ccc(NC(C)=O)cc1)C(=O)c1ccc(=O)n(C)n1	2	i	-1	4	i	-1	-8	-3	4
Cc1cc(C)n2c(Nc3ccc4c(c3)OCCO4)c(-c3cc4ccccc4o3)nc2n1	3	x	2	x	x	x	22	5	17
COc1cccc(C(=O)c2ccccc2NC(C)=O)c1	-1	i	-1	-6	i	-3	-2	-24	-4
O=C(c1ccoc1)N1CCC2(CC1)Oc1ccc(Cl)cc1C(=O)C21CC(c2cccnc2)=NO1 (centres undefined)	24	i	-3	-7	i	0	4	-1	-1
COc1ccc(OC)c(CNS(=O)(=O)c2cn(C)cn2)c1	-1	i	0	1	i	2	-7	19	1
COc1ccc(C2CC(C(F)(F)F)n3nc(CO)c(Cl)c3N2)cc1OC (centres undefined)	1	i	-9	-3	i	-3	-10	-24	0
CC(C)C(=O)Nc1cccc(C(=O)Nc2nncs2)c1	1	i	1	8	i	1	-6	-4	-5
CC1=C(C(=O)N2CCOCC2)CC(CC(=O)NC2CC2)C(=O)N1Cc1ccccc1 (centres undefined)	3	i	10	4	i	0	-9	-2	1
OCC1CCCN(C(=S)Nc2ccc(OC(F)F)cc2)C1 (centres undefined)	-3	i	-2	-63	i	1	-8	-2	-4
O=C(CSCC(=O)Nc1nc(-c2ccc3c(c2)OCO3)cs1)Nc1nccs1	-5	i	-3	5	i	-1	-8	8	2
Cc1ccc2oc(C(=O)NCc3ncc(C)[nH]3)c(C)c2c1	2	i	2	-5	i	1	-4	-4	1
COc1ccc(S(=O)(=O)N2C(=O)/C(=C3\SC(N)=NC3=O)c3ccccc32)cc1	3	i	14	4	i	-1	5	-8	18
COc1ccccc1N1CCN(CCC(=O)Nc2cccc(Cl)c2)CC1	-1	i	1	1	i	5	-1	-3	-10
COc1ccccc1NC(=O)C1CCCN(S(=O)(=O)c2ccccc2)C1 (centres undefined)	6	i	-1	-4	i	-2	7	3	-8
O=C(NC(Cc1ccccc1)C(=O)N1CCN(S(=O)(=O)c2ccccc2F)CC1)c1ccccc1 (centres undefined)	-3	i	-3	3	i	4	-1	-9	-12
O=C(O)C1CC(=O)N(Cc2cccs2)C1 (centres undefined)	1	i	-2	-5	i	3	-8	3	-3
O=C(Nc1ccc(Cl)c(S(=O)(=O)N2CCOCC2)c1)C1CCCC1	-3	i	4	7	i	-2	0	-11	-6
Cc1ccc(Cn2c(C)c3cnn(CC(=O)NCCN4CCOCC4)c(=O)c3c2C)cc1	-2	i	-4	4	i	-1	-8	-5	0
C=CCN=c1scc(-c2ccccc2)n1/N=C/c1ccccn1	0&2	i	2&-3	0&7	i	-2&1	20&25	7&19	2&7
CCNC(=O)CC1C(=O)N(c2ccc(C)cc2)C(=O)N1CCOC (centres undefined)	-7	i	5	1	i	-1	-2	1	-3
O=C(NCc1ccc(Cl)cc1)c1cc2ccccc2oc1=O	-1	i	2	7	i	-3	-1	0	-6
Cc1ccc(-c2nc(C#N)c(NCCc3ccccn3)o2)cc1	8	i	4	0	i	1	2	8	-2
Cc1ccc(-n2nnc(-c3cccnc3Cl)n2)cc1	-4	i	0	-5	i	-2	-4	5	-8
CC(C)CC(=O)Nc1ccc(C(=O)COC(=O)Cc2n[nH]c(=O)c3ccccc23)cc1	0	i	-2	-13	i	0	1	-5	-1
NC(=O)c1sc2nc3c(c(-c4ccco4)c2c1N)CCCC3	6	i	-19	18	i	-3	-1	0	0
Cn1c(N)c(N=Cc2ccccc2)c(=O)n(C)c1=O	3	i	2	10	i	2	-7	-8	0
O=c1[nH]cnc2c1nc(SCc1ccccc1)n2C1OC(CO)C(O)C1O (centres undefined)	1	i	2	1	i	4	-6	0	2
CCN(CC)c1ccc(NC(=O)CNCc2ccccc2Cl)c(C)c1	7	i	2	-7	i	0	3	6	-5
Nc1cnnc(N/N=C\c2ccccc2)c1Cl	-2	i	-1	-11	i	-3	-5	14	-5
FC(F)(F)c1ccccc1Cc1c(-c2cccc(Cl)c2)nc2ccc(Cl)cn12	1	i	-5	-5	i	4	18	6	1
CCCOc1cc(C)c(S(=O)(=O)n2nnc3ccccc32)cc1C	-2	i	4	-20	i	2	-8	-26	-5
CCn1c(-c2cc(-c3cccc(OC)c3)nc3ccccc23)n[nH]c1=S	-1	i	0	-28	i	0	1	9	-3
S=C1NC2(CCCCCC2)N=C1c1ccccc1	0	i	2	26	i	1	1	6	-7
CSc1ncc(C(=O)Nc2ccccc2C)c(C)n1	-2	i	-5	-10	i	0	-1	25	1

Screens from PubChem BioAssay.

An unsorted share of the library (roughly 3.9% active in at least one column).
